KOR beta-arrestin-1 – KOR agonists, beta-arrestin recruitment, primary screen, cell-based, luminescence, uHTS (AID 1777); 280,000 tested, 0.02% active; KOR beta-arrestin recruitment, luminescence; higher % means a stronger effect; activation, % at 10 µM; hits with a dose series show EC50 in µM; in the data active = activation above about 50%, passing the limit was not always enough; note: a part of the inactive calls stands beside numbers as strong as those of hits
Siah-1 displacement – Siah-1 peptide-binding antagonists, primary screen, biochemical, fluorescence polarization, rhodamine-plectin, uHTS (AID 1817) | Siah-1 / rhodamine-plectin peptide fluorescence polarization; higher % means a stronger effect | 290,000 tested, 0.02% active | displacement, % at 20 µM; hits with a dose series show IC50 in µM;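 active = displacement of at least 50% at 20 µM, with a fluorescence ratio check between 0.3 and a set limit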;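 note: plate controls were Siah plus tracer with DMSO for no effect and tracer alone without Siah for full effect; strong numbers were not always called active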
GPR35 antagonists – inhibition of zaprinast-stimulated GPR35 beta-arrestin translocation – imaging, U2OS, beta-arrestin-GFP, zaprinast agonist, primary screen (AID 2058). U2OS GPR35 beta-arrestin-GFP translocation imaging, zaprinast antagonism; higher % means a stronger effect. one-dose inhibition, % at 10 µM; IC50 in µM for titrated hits. 290,000 tested, 0.052% active;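 active = inhibition of at least 50% with at least 30 cells and total cytoplasm GFP at most 10,000,000; inconclusive = under 30 cells or total GFP of 10,000,000 plus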
NOD1 inhibition – NOD1 signaling inhibitors, primary screen, cell-based, luminescence, uHTS (AID 1578); NOD1-driven NF-kB luciferase reporter cells, luminescence; higher % means a stronger effect; inhibition, % at 4 µM, or EC50 in µM where a hit was titrated; 290,000 tested, 1% active; in the data active = inhibition mostly above about 36%, no sharp cut-off; inactive = mostly below about 34%;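 note: HEK-293T reporter cells stimulated with the NOD1 agonist gamma-tri-DAP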
AID2073 – disruptors of CaV2.2 binding to Mint1 – biochemical, HTRF (AID 2073); HTRF protein-protein interaction, Mint1-CaV2.2; higher % means a stronger effect; 290,000 tested, 0.19% active; inhibition, % at 20 µM, or IC50 in µM where a hit was titrated; in the data active = inhibition mostly above about 51%, no sharp cut-off; inconclusive = no clear call, values can overlap the other calls; inactive = mostly below about 53%; note: some results filed as inactive read as strong as hits
HIV fusion peptide – inhibitors of HIV fusion peptide binding, primary screen, biochemical, uHTS, fluorescence dequenching (AID 1986) | one-dose inhibition, % at 20 µM; IC50 in µM for titrated hits | 290,000 tested, 0.3% active | cell-free peptide binding, fluorescence dequenching, 30 min; higher % means a stronger effect; in the data active = inhibition mostly above about 52%, no sharp cut-off; inactive = mostly below about 76%; note: some results filed as inactive read as strong as hits
GPR55 LPI antagonism – inhibition of LPI-stimulated GPR55 beta-arrestin translocation – imaging, U2OS, beta-arrestin-GFP, LPI agonist, primary screen (AID 2013). inhibition, % at 10 µM, or IC50 in µM where a hit was titrated. U2OS GPR55 beta-arrestin-GFP translocation imaging, LPI antagonism; higher % means a stronger effect. 290,000 tested, 0.13% active;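 active = spots per cell inhibited over 60%, with over 100 cells counted and total cytoplasm intensity under 500,000; inconclusive = wells with under 100 cells, flagged as likely toxic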;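 note: U2OS cells stably carrying GPR55 and arrestin-GFP stimulated by 5 µM LPI near EC80; imaged beta-arrestin-GFP aggregate spots per cell after agonist stimulation; plate controls were LPI-stimulated DMSO wells for no effect and DMSO wells without LPI for full effect; some results filed as inactive read as strong as hits; confirmed hits need IC50 under 10 µM and bright autofluorescent wells are also inconclusive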
GPR55 beta-arrestin – GPR55 agonists via beta-arrestin recruitment, primary screen, imaging, U2OS cells, beta-arrestin-GFP redistribution (AID 1961) | U2OS GPR55 beta-arrestin-GFP redistribution imaging; higher % means a stronger effect | activation, % at 10 µM, or EC50 in µM where a hit was titrated | 290,000 tested, 0.048% active;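 active = activation above 40% with more than 50 cells counted in the well; inconclusive = wells holding fewer than 50 cells, flagged as toxic or sparse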;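 note: U2OS osteosarcoma cells stably expressing GPR55 and beta-arrestin-GFP; plate controls were DMSO negative control for no effect and LPI positive control for full effect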
KOR beta-arrestin-2 – kappa opioid receptor blockers – cell-based, luminescence, uHTS (AID 1778); KOR beta-arrestin recruitment, luminescence, antagonist mode; higher % means a stronger effect; inhibition, % at 10 µM, or IC50 in µM where a hit was titrated; 290,000 tested, 0.091% active; in the data active = inhibition above about 50%; note: strong numbers were not always called active
* hit, by the source's call; ? = inconclusive; / = not tested or not shown; [ ] = remark or other dose. The list is partial; the hit share may differ from the screen's.

canonical_smiles	KOR beta-arrestin-1	Siah-1 displacement	GPR35 antagonists	NOD1 inhibition	AID2073	HIV fusion peptide	GPR55 LPI antagonism	GPR55 beta-arrestin	KOR beta-arrestin-2
COc1ccc(NC(=S)Nc2ccccn2)c(OC)c1	-2.7%	-6%	6%	-13%	?	-3.7%	11%	0.1%	7%
Cc1ccc(S(=O)(=O)N2CCN(C(=O)N(c3ccccc3)c3ccccc3)CC2)cc1	-6.1%	0%	3%	-15%	-4%	-3.3%	7%	0.0%	-28%
CCOc1ccc(/C=N/NC(=O)CN2CCCCC2)cc1OCC	-1.8%	6%	-8%	-16%	-8%	0.5%	2%	-0.1%	6%
O=C(Nc1ccc(Cl)c(Cl)c1)N1CCSC1c1ccco1 (configuration not stated)	-0.1%	4%	-8%	29%	3%	5.3%	-4%	0.0%	-2%
C=CCCCCCCCC(=O)OC	-0.8%	-7%	-6%	-1%	-4%	-0.2%	0%	0.2%	5%
O=C(NCC1CCCO1)C1CCC(=O)N1Cc1ccccc1Cl (configuration not stated)	12%	0%	5%	-21%	5%	-1.3%	6%	0.0%	-24%
CS(=O)(=O)N(CC(=O)NCC1CCCO1)c1cc(Cl)c(Cl)cc1Cl (configuration not stated)	-0.1%	-6%	-3%	10%	-7%	1.0%	-1%	-0.2%	6%
CCCCCCCNC(=O)c1cc(-c2ccncc2)nc2ccccc12	-2.7%	4%	2%	-12%	10%	-0.6%	13%	-0.3%	-15%
COc1cc(OC)c(NC(=O)/C=C/C(=O)O)cc1Cl	6.9%	-5%	3%	15%	-12%	-3.3%	-8%	-0.2%	21%
O=C(Nc1nccs1)[C@@H]1CCCN1C(=O)c1cccs1	-4.0%	7%	-8%	-22%	-6%	0.6%	6%	-0.7%	27%
Cc1ccc(-n2c(N)c(C(=O)Nc3ccccc3F)sc2=S)cc1C	4.4%	0%	-6%	-11%	-5%	-0.1%	22%	-0.3%	0%
O=C(CCn1cccn1)Nc1ccc2c(c1)OCO2	-0.3%	-3%	1%	-20%	9%	-4.0%	-2%	-0.2%	-22%
COc1ccc(C2CC(=O)C(C=NCC(C)C)=C(O)C2)cc1 (configuration not stated)	-3.0%	5%	-8%	-17%	-5%	-1.1%	-4%	-0.1%	5%[20 µM]
COc1ccccc1NC(=O)CSc1nnnn1-c1ccc2c(c1)OCO2	-2.8%	-9%	9%	-1%	8%	-2.7%	3%	0.2%	-83%
CCC(=O)n1nc(-c2ccc(Cl)cc2)nc1SC	-0.2%	3%	9%	-30%	-3%	-2.8%	-6%	0.3%	-28%
COc1ccc(/C=N/NC(=O)CCC(=O)Nc2ccc(F)cc2)c(OC)c1	-3.1%	2%	11%	-22%	-10%	-1.3%	-1%	-0.1%	7%[20 µM]
O=C1C(Cl)=C(N2CCOCC2)C(=O)N1c1ccccc1Cl	13%	3%	12%	-6%	11%	-1.3%	7%	-0.2%	8%
COc1ccccc1N1CC(C(=O)Nc2nnc(SCC(=O)N3CCOCC3)s2)CC1=O (configuration not stated)	4.8%	-3%	-11%	-12%	6%	1.4%	14%	-0.1%	-10%
O=C(CCNS(=O)(=O)c1ccc(Cl)cc1)Nc1ccncc1	10%	-4%	-11%	32%	-3%	-0.1%	1%	-0.2%	-19%
CCOC(=O)C1(Cc2ccc(OC)cc2)CCN(C(=O)c2cncs2)CC1	/	-4%	3%	-32%	-8%	-1.0%	-6%	0.5%	-5%
CCOc1ccc(NS(=O)(=O)c2csc(C(N)=O)c2)cc1	0.1%	2%	3%	-4%	7%	1.0%	10%	-0.1%	-26%
NCCc1nnc(SCc2c(Cl)cccc2Cl)o1	3.6%	3%	-1%	-13%	-7%	-1.2%	18%	0.2%	20%
COc1ccc(CC(NC(C)=O)C(=O)NC2CCN(c3nnnn3-c3ccccc3)CC2)cc1 (configuration not stated)	3.8%	0%	29%	-14%	-7%	0.4%	5%	-0.2%	-48%
CCCn1nnnc1NCc1cccc(OC)c1OCC	1.8%	9%	6%	-21%	4%	0.6%	5%	0.2%	-51%[20 µM]
NC(=S)N/N=C/c1ccc(-c2ccccc2)o1	-2.9%	1%	1%	-43%	1%	-1.0%	5%	-0.5%	-22%
O=C(COc1cccnc1[N+](=O)[O-])Nc1cc(S(=O)(=O)N2CCCCC2)ccc1Cl	9.3%	6%	11%	-6%	17%	5.3%	-2%	0.0%	-32%
CC(=O)/C(N=Nc1ccc(C(=O)O)cc1[N+](=O)[O-])=C(\C)O	1.0%	-1%	9%	-10%	13%	-0.4%	1%	-1.9%	1%
CCOC(=O)c1cc(NC(=O)CNCC(c2ccccc2)N(C)C)cc(C(=O)OCC)c1 (configuration not stated)	2.1%	0%	-4%	22%	7%	-1.2%	-3%	-0.1%	27%
COc1ccc(-n2nc(C(=O)NCc3cc(OC)ccc3OC)c3c4ccccc4n(C)c3c2=O)cc1	-5.6%	2%	-6%	-13%	14%	-0.6%	2%	-0.1%	5%
COc1ccccc1-n1c(-c2ccccc2)c[nH]c1=S	-5.8%	-12%	3%	-2%	26%	-2.5%	32%	0.3%	28%
CCCC(=O)NC(c1ccccc1Cl)c1ccc2cccnc2c1O (configuration not stated)	-6.9%	2%	8%	-24%	9%	0.3%	11%	0.5%	26%[20 µM]
O=C(NNC(=O)c1cccc(Br)c1)C(=O)N1CCCCC1	-4.5%	0%	13%	-9%	0%	-1.4%	15%	0.4%	-11%
COc1ccc(Cl)cc1NC(=O)c1cc(C)no1	-3.4%	7%	-14%	-10%	16%	0.6%	0%	-0.2%	18%
Cc1ccccc1CS(=O)(=O)Cc1ccc(C(=O)NCCCN2CC(C)CC(C)C2)o1 (configuration not stated)	-0.4%	8%	-9%	-6%	3%	1.5%	12%	0.1%	18%
CC(=O)c1ccc(NC(=O)c2cc(S(=O)(=O)N3CCOCC3)ccc2C)cc1	0.0%	9%	4%	0%	8%	0.9%	22%	-0.2%	17%
N#C/C(=C/c1ccc(N2CCCC2)c([N+](=O)[O-])c1)c1nc2ccccc2[nH]1	1.8%	-1%	0%	0%	1%	-1.2%	6%	-0.1%	-5%
Cn1nc(C(F)(F)F)c2cc(NC(=O)OCc3ccc(C(C)(C)C)cc3)sc21	-8.2%	1%	6%	30%	8%	-0.3%	0%	0.3%	-2%
Fc1ccc(Oc2cc(N3CCOCC3)nc(-c3ccccc3)n2)c(F)c1	-2.6%	0%	18%	29%	4%	-0.5%	-4%	-0.4%	26%
CCOC(=O)N1CCN(C(=O)c2ccc([N+](=O)[O-])cc2Cl)CC1	3.4%	0%	-20%	/	6%	-1.2%	-13%	0.6%	-11%[20 µM]
O=C(Nc1ccc(S(=O)(=O)NCC2CCCO2)cc1)c1ccc(Cl)cc1[N+](=O)[O-] (configuration not stated)	-3.1%	1%	-9%	-5%	-2%	-2.2%	2%	-0.1%	-50%[20 µM]
CC(C)CC1=NN(C(=O)c2cccnc2)C(O)(C(F)(F)F)C1 (configuration not stated)	0.9%	3%	8%	-15%	16%	2.6%	-4%	0.6%	-3%
C#CCNC(=O)C1=C[C@H](c2cn(C(C)=O)c3ccccc23)[C@@H](CCCO)[C@H](OCC)O1	-4.2%	14%	-4%	-40%	-2%	-1.3%	-1%	0.5%	14%
CCN1C=C(Cc2ccc(F)cc2)C2=C(C1)C(c1ccc(F)cc1)C(C#N)=C(N)O2 (configuration not stated)	-6.1%	8%	15%	21%	6%	5.3%	2%	0.3%	-12%
COc1cccc(NC(=O)C(=O)c2cn(CC(=O)N3CCCC3)c3ccccc23)c1	3.3%	12%	7%	-25%	0%	0.6%	7%	-0.2%	-12%
CCOC(=O)COc1ccsc1C(=O)OC	-1.1%	5%	1%	5%	0%	-1.9%	4%	-0.1%	5%
CC1CCN(C(=O)CCS(=O)(=O)c2cc3c(cc2Cl)NC(=O)CO3)CC1	-3.6%	-5%	-1%	12%	-4%	0.4%	-4%	-0.1%	-5%[20 µM]
O=C(NC1CC2CCCC(C1)N2Cc1ccco1)NC12CC3CC(CC(C3)C1)C2 (configuration not stated)	7.2%	3%	-1%	-2%	6%	0.1%	16%	-0.3%	9%
Cc1ccc(S(=O)(=O)N(C)C)cc1N	-0.5%	7%	1%	-35%	0%	-0.2%	-3%	0.1%	6%
Cc1ccc(Cn2ccc(O)c(Cc3ccccc3)c2=O)cc1	-5.3%	17%	-9%	6%	-10%	-1.2%	12%	-0.1%	14%
COc1ccc(/C=C/C(=O)Nc2ccccc2Cl)cc1S(=O)(=O)N1CCOCC1	-3.0%	3%	3%	2%	0%	0.5%	18%	-0.1%	27%
Cc1cc(C)c2c(-n3cccc3)c(C(=O)NNS(=O)(=O)c3ccc(F)cc3)sc2n1	-2.9%	3%	-13%	16%	0%	7.1%	-3%	0.0%	-8%
CNC(=S)N/N=C/c1cccc(OCc2ccccc2F)c1	-1.2%	9%	2%	-24%	-4%	2.2%	15%	0.2%	/
O=S(=O)(Nc1cccnc1)c1cccc(Cl)c1	-2.4%	-4%	-1%	5%	3%	-0.3%	6%	-0.1%	-31%
COc1cc(CC(=O)OCC(=O)N2CC(C)CC(C)C2)cc(OC)c1OC (configuration not stated)	-8.0%	-4%	21%	4%	29%	-0.6%	6%	0.4%	9%
CC(CNC(=O)C1CCCN(S(=O)(=O)N2CCOCC2)C1)c1ccccc1 (configuration not stated)	1.4%	-1%	-2%	0%	7%	1.9%	-4%	-0.2%	-19%
Cc1nn(C)c(C)c1NC(=O)c1ccccc1NC(=O)Nc1ccccc1	-2.3%	-3%	-1%	-4%	4%	0.5%	9%	0.3%	-25%
O=C(NCC(NS(=O)(=O)OCC(Cl)(Cl)Cl)c1ccccc1)C(F)(F)F (configuration not stated)	-1.3%	-1%	6%	0%	4%	0.3%	-8%	-0.1%	-16%[20 µM]
O=C(Cc1ccc(Cl)cc1)N/N=C/c1ccccc1	/	-1%	-6%	-43%	-9%	1.6%	-1%	-0.1%	-49%[20 µM]
CC1(C)CC2CC(C)(CN2C(=O)Cc2ccccc2)C1 (configuration not stated)	2.6%	6%	-9%	-38%	-1%	2.2%	-6%	-0.3%	2%
CC(C)(C)N1CC(c2nc3ccccc3n2CCOc2ccccc2)CC1=O (configuration not stated)	-1.4%	-5%	13%	12%	-1%	-1.0%	19%	-0.1%	14%
